# Screens from PubChem.
# All columns: NCI-60 one-dose screen, growth in % after 48 h at 10 µM unless noted; 100 = growth as untreated, 0 = no growth, -100 = all killed.
# HS 578T: HS 578T breast cancer; 4.1% of 78,000 active; AID 1794788
# UACC-62: UACC-62 melanoma | 5.4% of 81,000 active | AID 1794756
# MALME-3M: MALME-3M melanoma; 5.8% of 78,000 active
# SK-MEL-28: SK-MEL-28 melanoma | 4.1% of 81,000 active | AID 1794761
# BT-549: BT-549 breast cancer | 4.4% of 78,000 active
# UACC-257: UACC-257 melanoma; 4.4% of 78,000 active
# T-47D: T-47D breast cancer; 5% of 79,000 active; AID 1794792
# SK-MEL-2: SK-MEL-2 melanoma; 4.7% of 77,000 active; AID 1794763
# * marks the source's active call; other numbers are inactive results; · = not tested or not shown; & = joins results of further samples; [ ] = remark or other dose. The calls were made as follows: active = growth percent below 10; inactive = the rest. Some of the compounds tested; count on the stated rates, not on these rows.
item	SMILES	SK-MEL-28	SK-MEL-2	UACC-62	BT-549	T-47D	HS 578T	MALME-3M	UACC-257
1	CC(=O)Nc1ccc([As](=O)(O)c2ccc([N+](=O)[O-])cc2)cc1	119.6	134.5	102.2	112.2	101.5	107.1	126.8	105.8
2	CC(O)c1cccc(Cl)c1 (centres undefined)	109.6	113.2	95.5	102.7	98.3	109.1	108.7	104.0
3	CC1(C)N=C(N)N=C(N)N1c1ccc(CC(=O)Nc2cccc(S(=O)(=O)F)c2)cc1	96.7	·	75.4	88.4	95.9	97.4	89.1	93.4
4	O=C(O)c1ccc(CCl)cc1	108.7	103.2	105.4	109.6	104.6	·	99.8	98.4
5	Cc1cc(Cl)ccc1OCC(=O)O	111.8	96.2	99.2	97.8	83.1	98.7	105.5	97.2
6	COc1cc(C(=O)O)cc(OC)c1OC	113.3	95.7	103.8	110.0	100.4	106.4	·	90.4
7	CS(=O)(=O)CCN1CC2CCCC(C2)C1	104.6	104.7	101.5	92.5	102.1	102.3	111.4	104.2
8	C/C(=N/N=C(N)N)c1ccc(O)cc1	110.6	98.8	99.2	107.2	105.1	98.8	103.8	99.8
9	COC(=O)[C@@H](C)C[C@H](Cc1ccccc1)NC(=O)c1csc(CC[C@H](C(C)C)N(C)C(=O)[C@@H](NC(=O)[C@H]2CCCCN2C)C(C)C)n1	63.2	35.7	40.7	7.2*	56.8	33.2	61.2	·
10	CC(=O)O[C@H]1CC[C@H]2[C@@H]3CC=C4c5nc(-c6ccc(O)cc6)sc5CC[C@]4(C)[C@H]3CC[C@]12C	86.9	89.3	89.8	67.9	87.1	48.8	105.0	94.5
11	C[C@]12CCc3sc(-c4ccc(Br)cc4)nc3C1=CC[C@@H]1[C@@H]2CC[C@]2(C)C(=O)CC[C@@H]12	123.5	112.7	98.9	108.4	78.2	84.0	101.3	115.2
12	Cc1ccc(C(=O)C2C(c3ccccc3)N2Cc2ccccc2)cc1 (centres undefined)	100.2	90.4	75.5	93.5	86.7	99.2	90.1	90.9
13	CCOC(=O)c1ccc2c(c1N1CCN(C)CC1)N(O)ON2	113.8	95.5	101.5	109.5	92.1	100.7	100.4	103.6
14	CC1Cc2cc(O)c(O)cc2C=[N+]1C (centres undefined)	91.4	105.5	100.8	106.8	·	104.8	103.2	98.7
15	CC1(CF)NC(=O)NC1=O (centres undefined)	111.0	121.0	96.8	104.1	·	108.0	·	97.2
16	Cc1ccc2nc(Sc3cnc(N)s3)n(-c3ccccc3)c(=O)c2c1	109.8	110.7	99.2	109.8	94.4	105.1	104.8	119.8
17	CNC(=O)Oc1cc(Cl)c(Cl)cc1Cl	112.0	100.8	95.6	100.1	102.0	107.4	110.8	103.2
18	O=C1NC(=O)C2C1C1(Cl)C(Cl)=C(Cl)C2(Cl)C1(Cl)Cl (centres undefined)	116.9	98.5	87.7	95.7	100.3	104.7	·	100.4
19	CC1(C)N(Nc2ccccc2)C(=O)C2CCCN21 (centres undefined)	79.0	84.0	21.7	13.6	56.8	85.9	84.2	89.2
20	CCCCOP(=O)(OCCCC)c1ccccc1	114.0	98.9	90.0	111.3	100.6	102.3	·	96.1
21	CC(=O)OC1CC2(O)C(CCC3(C)C(c4ccc(=O)oc4)CCC32O)C2(C)CCC(OC3OC(CO)C(O)C(O)C3O)C=C12 (centres undefined)	-31.7*	-23.2*	-65.6*	-85.4*	-9.4*	-11.3*	-43.7*	-62.3*
22	N#Cc1ccc(Cl)cc1	116.9	·	103.7	·	104.3	·	114.9	104.5
23	c1ccc(OP2OCCO2)cc1	103.2	100.3	98.3	105.5	102.7	104.2	110.3	91.3
24	Cc1ccc(N=CN(C)C=Nc2ccc(C)cc2C)c(C)c1	110.0	93.4	100.2	100.0	91.8	118.8	93.7	103.7
25	Clc1cccc(NCOOC2(OOCNc3cccc(Cl)c3)CCCCC2)c1	100.0	80.8	34.3	78.0	62.0	98.4	74.5	87.7

# Other results
item	SMILES	SK-MEL-28	SK-MEL-2	UACC-62	BT-549	T-47D	HS 578T	MALME-3M	UACC-257
26	Nc1ccc([N+](=O)[O-])c2c1Oc1ccccc1O2	115.7	101.6	81.7	87.0	72.7	100.0	121.0	100.7
27	C=CCc1cc2c(cc1OC)OCO2	103.2	108.1	·	100.6	104.8	114.7	96.7	·
28	COC(=O)[C@@H](Cc1cc2ccccc2[nH]1)NC(=O)C(=O)c1cn(Cc2cn(Cc3ccccc3)nn2)c2ccccc12	113.7	95.1	·	98.6	96.4	100.5	102.9	112.6
29	C[C@]12C/C(=C/N3CCCCC3)CC[C@@H]1CC[C@@H]1[C@@H]2CC[C@@]2(C)[C@H]1CC[C@]2(C)O	104.0	114.8	87.0	89.9	94.5	113.1	101.8	99.9
30	CO[C@H]1C(=O)C[C@H]2[C@@H]3CC=C4C[C@@H](O)CC[C@]4(C)[C@H]3CC[C@]12C	104.3	111.9	103.3	91.7	95.2	94.9	84.8	96.4
31	CC(Oc1ccc(Cl)cc1Cl)C(=O)O (centres undefined)	103.0	119.4	114.7	102.1	108.5	·	104.1	94.3
32	CC(=O)O[C@H]1C(=O)[C@@]2(C)[C@H]([C@H](OC(=O)c3ccccc3)[C@]3(O)C[C@H](OC(=O)[C@H](OC(=O)OC[C@H]4COC(C)(C)O4)[C@@H](NC(=O)c4ccccc4)c4ccccc4)C(C)=C1C3(C)C)[C@]1(OC(C)=O)CO[C@@H]1C[C@@H]2O	49.7	14.3	21.7	9.7*	31.3	3.4*	27.2	48.3
33	FC(F)(F)c1cccc(CCl)c1	114.5	·	93.8	·	92.8	100.8	95.4	98.9
34	N#CCc1ccccc1	106.2	99.9	101.6	91.7	103.1	106.3	110.9	102.6
35	CC(C)(C)NC(=O)NCCN1CC1	113.7	128.0	114.9	128.1	95.2	98.5	100.5	103.7
36	CCn1c2ccccc2c2cc(C(=O)c3cccc4c3CCCN4)ccc21	102.7	99.5	92.2	98.1	104.0	92.1	106.9	113.0
37	CC(C)CCC1(CCO)C(=O)NC(=S)NC1=O	115.7	101.1	97.3	108.8	112.0	114.1	·	100.1
38	O=C1NC(=O)C(=Cc2cn(C(=O)c3ccc(Cl)cc3)c3ccccc23)C(=O)N1	121.0	109.7	98.8	92.9	75.4	108.0	123.3	98.3
39	CC(C)OC(=O)OCSP1(=O)OCC2OC(n3ccc(=O)[nH]c3=O)C(F)C2OP(=O)(O)OCC2OC(n3cnc4c(N)ncnc43)C(F)C2O1 (centres undefined)	113.7	82.2	99.5	102.8	107.3	113.9	103.4	90.4
40	CC[C@H]1CN2CCC1C[C@@H]2[C@@H](O)c1ccnc2ccc(OC)cc12 (some centres undefined)	110.4	96.8	104.2	100.9	101.4	102.9	87.7	·
41	CCOP(=O)(OCC)C(O)c1ccc(Cl)c(Cl)c1 (centres undefined)	100.3	107.3	98.5	102.7	106.0	105.0	104.6	109.5
42	O=C1NC(=O)C(=Cc2cn(CCCCCCn3c4ccccc4c(=O)c4ccccc43)c3ccccc23)C(=O)N1	102.0	94.0	63.5	94.3	60.6	103.5	95.8	104.0
43	COC(=O)[C@@H](C[C@H](Cc1ccccc1)NC(=O)c1csc([C@@H](C[C@H](C(C)C)N(C)C(=O)[C@@H](NC(=O)[C@H]2CCCCN2C)C(C)C)OC(C)=O)n1)NC(=O)OCc1ccccc1	-52.6*[9.5 µM]	-10.4*[9.5 µM]	27.1[9.5 µM]	-28.0*[9.5 µM]	78.8[9.5 µM]	12.9[9.5 µM]	-42.5*[9.5 µM]	6.5*[9.5 µM]
44	CNC(C)Cc1ccccc1 (centres undefined) (tested in a mixture with another compound)	105.0	·	107.2	109.3	90.5	105.6	103.5	108.6
45	Nc1ccncc1	115.3&114.9	125.4	103.8&113.9	99.1	101.1&108.7	109.6	119.4&98.0	90.1&108.1
46	COc1cc(CNCCc2ccc(Cl)cc2)cc(OC)c1O	69.9	27.8	61.2	71.8	61.7	62.6	·	90.2
47	[Cl][Hg][n]1cnc2c(Cl)c(Cl)c(Cl)cc21	106.6	·	86.5	112.0	72.2	79.5	97.6	96.2
48	O=c1[nH]c(=O)[nH]c(=O)[nH]1	134.7	66.7	112.6	145.3	102.2	95.7	114.2	145.6
49	C[C@]12CC[C@H]3[C@@H](CC[C@]4(O)C[C@@H](O[C@@H]5O[C@H](CO)[C@@H](O[C@@H]6OC[C@@H](O)[C@H](O)[C@H]6O)[C@H](O)[C@H]5O)CC[C@]34C=O)[C@@]1(O)CC[C@@H]2C1=CC(=O)OC1	41.6	-32.6*	1.1*	5.0*	2.5*	8.8*	-25.0*	-3.2*
50	CC[C@@H](C(N)=O)N1CCCC1=O	106.9	110.1	103.8	108.8	102.6	108.0	111.2	98.4

# Additional entries follow:
item	SMILES	SK-MEL-28	SK-MEL-2	UACC-62	BT-549	T-47D	HS 578T	MALME-3M	UACC-257
51	CC1CNCCN1c1ccccc1 (centres undefined)	103.4	97.3	90.1	101.1	85.5	100.7	90.5	105.1
52	OC(c1ccccc1)C(c1ccccc1)N1CCCCC1 (centres undefined)	111.3	94.9	96.1	106.2	102.0	102.1	104.5	96.2
53	CC12CCC3C(CC=C4CC(O)CCC43C)C1C/C(=C\N1CCCC1)C2=O (centres undefined)	112.1	81.9	90.9	72.9	85.7	91.5	126.7	111.1
54	CC(CC1CCCCC1)NCc1ccccc1 (centres undefined)	102.8	102.1	93.3	97.7	101.9	98.5	88.9	·
55	CCOP(=O)(OCC)C(O)c1ccccc1 (centres undefined)	106.9	106.0	99.9	109.7	104.2	109.7	114.4	98.8
56	O=C(O)/C=C\c1ccc2c(c1)OCO2	119.1	108.5	99.8	117.8	103.4	108.7	100.7	109.0
57	OC1CC2CCC(C1)N2 (centres undefined)	104.3	117.7	99.1	110.5	104.9	·	108.9	99.2
58	COC(=O)c1ccccc1C(=O)OC	85.0	95.3	102.6	102.9	95.2	98.8	92.3	119.3
59	O=C(O)C1CCN1C12CC3CC(CC(C3)C1)C2 (centres undefined)	116.2	105.6	101.4	110.9	101.1	127.1	111.9	105.2
60	COc1cc(N(CCCl)CCCl)ccc1C=Nc1ccccc1C(=O)O	94.3	112.7	96.4	106.0	97.6	81.5	·	91.0
61	Cc1ccc(CCN)cc1	112.1	107.3	100.2	103.6	106.3	117.6	104.7	110.9
62	O=S(=O)(F)c1ccc(I)cc1	111.8	113.2	97.9	112.0	94.4	111.1	119.8	111.7
63	CC(=O)C1CCC2C3C(N4CC4)CC4=CC(=O)CCC4(C)C3CCC12C (centres undefined)	90.7	82.2	77.2	72.3	95.0	103.2	115.2	83.5
64	CCC(=O)C(CCN(C)C)(c1ccccc1)c1ccccn1 (centres undefined)	105.8	88.7	107.4	·	96.3	·	101.2	107.2
65	CC[N+]12CN3CN(CN(C3)C1)C2	112.0	116.2	97.6	107.6	103.1	125.2	99.5	110.4
66	CCOP(=S)(N/N=C1/C2(C)CCC(C2)C1(C)C)OCC (centres undefined)	109.6	86.7	99.2	106.1	83.3	110.4	98.8	95.1
67	CN(C)C(=O)Oc1ccc(Cl)cc1[N+](=O)[O-]	104.4&123.9	100.6&108.0	100.7&104.7	100.2&97.8	108.5&111.0	97.2&101.3	103.4&117.1	116.5
68	CN1C(=O)N(C)C(=O)C(NS(=O)(=O)c2ccc(N)cc2)(c2ccccc2)C1=O	106.0	109.5	97.5	106.8	102.1	108.0	98.6	107.0
69	COc1cccc2c1c(C(=O)C(=O)Nc1ccsc1C(=O)O)cn2Cc1ccc(F)cc1	117.3	85.7	111.1	119.8	107.4	106.6	109.6	90.2
70	Cn1cc(-c2csc(-c3cn(CCN4CCOCC4)c4ccccc34)n2)c2cccnc21	78.2	68.8	·	45.1	2.9*	78.0	81.4	90.7
71	OCc1ccco1	107.8	91.5	104.6	123.3	93.0	117.9	150.9	101.5
72	O=c1c2ccccc2[nH]c(=S)n1-c1cccc(Cl)c1	114.4	101.2	100.2	92.3	98.3	113.2	125.4	96.6
73	O=C1C2C(C(=O)[N]1[Hg][c]1cccs1)C1(Cl)C(Cl)=C(Cl)C2(Cl)C1(Cl)Cl (centres undefined)	-76.9*	54.6	·	-1.2*	-78.5*	42.0	-63.7*	-50.8*
74	CCC(Br)C(N)=O (centres undefined)	108.7	109.9	95.6	114.8	98.6	99.4	105.8	·
75	CC/C(=C(\CC)c1ccc(OC(=O)Cc2ccc(N(CCCl)CCCl)cc2)cc1)c1ccc(OC(=O)Cc2ccc(N(CCCl)CCCl)cc2)cc1	115.0	107.4	102.2	106.6	96.6	119.4	103.3	98.3
76	CC[C@@H](C)C(=O)O[C@H]1[C@H](O)[C@H]2[C@@H](CN3C[C@@H](C)CC[C@H]3[C@@]2(C)O)[C@@H]2CC34O[C@]5(O)[C@@H](OC(=O)[C@@](C)(O)CC)CC[C@@]3(C)[C@@H]5[C@@H](OC(C)=O)[C@@H](OC(C)=O)[C@H]4[C@@]21O	114.5	109.1	101.7	101.7	102.1	110.2	105.7	105.7

# Not a retest: an excerpt of the list.
item	SMILES	SK-MEL-28	SK-MEL-2	UACC-62	BT-549	T-47D	HS 578T	MALME-3M	UACC-257
51	CC1CNCCN1c1ccccc1 (centres undefined)	103.4	97.3	90.1	101.1	85.5	100.7	90.5	105.1
52	OC(c1ccccc1)C(c1ccccc1)N1CCCCC1 (centres undefined)	111.3	94.9	96.1	106.2	102.0	102.1	104.5	96.2
53	CC12CCC3C(CC=C4CC(O)CCC43C)C1C/C(=C\N1CCCC1)C2=O (centres undefined)	112.1	81.9	90.9	72.9	85.7	91.5	126.7	111.1
54	CC(CC1CCCCC1)NCc1ccccc1 (centres undefined)	102.8	102.1	93.3	97.7	101.9	98.5	88.9	·
55	CCOP(=O)(OCC)C(O)c1ccccc1 (centres undefined)	106.9	106.0	99.9	109.7	104.2	109.7	114.4	98.8
56	O=C(O)/C=C\c1ccc2c(c1)OCO2	119.1	108.5	99.8	117.8	103.4	108.7	100.7	109.0
